Source: PubChem (National Center for Advancing Translational Sciences (NCATS))
D2 agonist = D2 dopamine receptor (human) agonism | 340,000 tested, 0.53% active | HEK293 T-REx D2 cells, calcium flux agonist mode | AID 485358 | activation, % at 2 µM;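 active = activation over 3 SD above normal in the single-dose calcium agonist read, cut at about 30% in these data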; note: 0% is about no effect
Target sequence (P14416 whole entry, looked up): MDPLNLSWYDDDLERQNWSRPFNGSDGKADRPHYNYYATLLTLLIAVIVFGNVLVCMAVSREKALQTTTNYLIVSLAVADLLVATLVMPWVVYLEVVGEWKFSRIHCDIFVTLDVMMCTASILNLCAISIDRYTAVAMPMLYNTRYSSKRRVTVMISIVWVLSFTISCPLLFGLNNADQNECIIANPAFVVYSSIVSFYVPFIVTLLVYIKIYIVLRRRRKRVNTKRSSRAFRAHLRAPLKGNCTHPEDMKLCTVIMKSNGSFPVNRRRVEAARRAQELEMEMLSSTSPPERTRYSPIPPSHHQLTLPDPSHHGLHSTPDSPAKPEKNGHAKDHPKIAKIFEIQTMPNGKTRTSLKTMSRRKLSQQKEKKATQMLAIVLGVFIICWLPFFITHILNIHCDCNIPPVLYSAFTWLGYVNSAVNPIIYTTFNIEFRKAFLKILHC
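Calcium-flux readout, 1 cycle/sec over 180 s following compound pin transfer, in inducible HEK293 Trex D2 cells (force-coupled); dopamine controls included. Positive calcium responses during this window marked compounds as potential agonists.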
TRHR ag = TRH receptor (human) agonism. TRHR cells, calcium flux fluo-8, FDSS agonist mode. activation, % at 2 µM. 360,000 tested, 0.18% active. P34981; in the data active = activation above about 30%; note: 0% is about no effect
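Read-out: compound-evoked intracellular calcium rise in TRHR cells, fluo-8 dye, kinetic FDSS fluorescence at 1 s/cycle following a 10-cycle baseline. Cells cultured overnight before dye loading (30 min–1.5 h, RT).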
TRHR enhancer = allosteric enhancers of human TRH receptor; TRHR cells, fluo-8 calcium fluorescence, EC20 TRH enhancement; enhancement, % at 2 µM; 360,000 tested, 0.66% active; AID 493056; in the data active = enhancement above about 30%; note: 0% is about no effect
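TRHR-expressing cells loaded with fluo-8 calcium dye were read kinetically (ex 480/em 530) during compound addition, then stimulated with an EC20 of TRH (10 nM final). Enhancement of the Gq-mediated intracellular calcium response was scored.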
rTrxR1 inhibitor = rat TrxR1 inhibition. recombinant rTrxR1, NADPH fluorescence consumption, selenite substrate. 390,000 tested, 1% active. O89049. Potency, µM (top dose mostly 114 µM), for inactives: at the top dose activity change, negative = inhibition, usual class: inhibitors; note: potency is the fitted concentration of half-maximal effect; % is set by controls: 0 for no effect and ±100 for the full control effect; nearly all actives have a fitted effect of over 65% in size
Target sequence (O89049 whole entry, looked up): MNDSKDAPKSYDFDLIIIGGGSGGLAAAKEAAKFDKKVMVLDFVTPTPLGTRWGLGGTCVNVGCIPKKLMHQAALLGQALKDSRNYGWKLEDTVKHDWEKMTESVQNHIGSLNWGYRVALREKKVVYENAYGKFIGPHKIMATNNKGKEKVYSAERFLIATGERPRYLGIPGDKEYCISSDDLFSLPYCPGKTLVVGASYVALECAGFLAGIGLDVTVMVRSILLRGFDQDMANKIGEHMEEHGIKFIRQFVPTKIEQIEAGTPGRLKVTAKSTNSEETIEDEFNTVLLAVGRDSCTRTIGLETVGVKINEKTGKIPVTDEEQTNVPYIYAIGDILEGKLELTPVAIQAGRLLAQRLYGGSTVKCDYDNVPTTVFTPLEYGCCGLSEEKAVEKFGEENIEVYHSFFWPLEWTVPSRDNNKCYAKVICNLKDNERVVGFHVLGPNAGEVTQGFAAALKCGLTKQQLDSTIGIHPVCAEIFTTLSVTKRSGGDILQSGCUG
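Rat TrxR1 (90 nM in the dispensed reagent) was pre-reduced with 400 uM NADPH for 5 min at room temperature, then incubated with compound for 15 min. After 400 uM selenite was added, NADPH fluorescence (Ex 340/Em 450 nm) was followed for 8 min.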
D2 antagonist = antagonists of human D2 dopamine receptor | 340,000 tested, 2% active | inhibition, % at 10 µM | HEK293 TREx D2 cells, calcium flux, dopamine EC80; in the data active = inhibition above about 30%; note: 0% is about no effect
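HEK293 T-REx D2 cells, tet-induced, calcium dye no-wash. Cpd pintool add, 180 s kinetic, then EC80 DA, 180 s kinetic. Ca flux read.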
TrxR1 substrate = is turned over as a substrate by rat TrxR1 | 390,000 tested, 0.01% active | O89049 | Potency, µM (top dose mostly 114 µM), for inactives: at the highest dose activity change, negative = substrate turnover | AID 588456 | purified TrxR1 substrate turnover, NADPH consumption readout; note: potency is the fitted concentration of half-maximal effect; % is set by controls: 0 for no effect and ±100 for the full control effect; nearly all actives have a fitted effect of over 50% in size
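Rat TrxR1, dispensed at 90 nM, was prereduced with 400 uM NADPH (final) for 5 min at ~22 deg C, then incubated with compound 15 min before 400 uM selenite. A first-read NADPH fluorescence drop versus no-compound background flagged substrates.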
IDH1 R132H inh = inhibitors of human mutant IDH1 R132H; 390,000 tested, 0.093% active; O75874; Potency, µM (highest dose often 76.6 µM), for the others: top-dose activity change, negative = inhibition, most hits filed as inhibitors; IDH1-R132H enzyme, NADPH consumption, diaphorase/resazurin fluorescence; note: potency is the fitted concentration of half-maximal effect; % is set by controls: 0 for no effect and ±100 for the full control effect; nearly all actives have a fitted effect of over 65% in size
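IDH1-R132H (0.5 ug/mL) preincubated 30 min with compound, then NADPH (0.016 mM) and alpha-KG (2 mM) added; 80 min at RT, pH 7.5. Remaining NADPH coupled via diaphorase/resazurin to fluorescence (540/590 nm); concentration-response curves normalized to no-enzyme control.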
PI4K2A block = blocks human PI4K2A kinase activity. activity change, negative = inhibition, % at 76.9 µM. AID 1346378. purified PI4K2A, ADP-Glo luminescence, 1 h; hits give low values. Q9BTU6. 420,000 tested, 0.13% active; in the data active = activity change below about -50%; inconclusive = mostly about -30% to -49%;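 note: -100% = wells without enzyme as full effect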
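In this quantitative HTS, ADP production by PI4K2A was quantified luminescently after 1 h at ambient temperature; 100 microM adenosine served as plate-quality control.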
USP1 inh = USP1/UAF1 (human) deubiquitinase inhibition; recombinant USP1/UAF1, Ub-Rhodamine cleavage fluorescence; Potency, µM (series often up to 57.1 µM), without a hit: at the highest dose activity change, negative = inhibition, actives largely listed as inhibitors; 390,000 tested, 0.23% active; note: potency is the fitted concentration of half-maximal effect; % is set by controls: 0 for no effect and ±100 for the full control effect; nearly all actives have a fitted effect of over 60% in size; inactives centre near -12
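Step one: compound is pinned into 1nM USP1/UAF1 in HEPES pH 7.8 buffer with TCEP. Step two: 15 min room-temperature incubation. Step three: Ub-Rho (150nM final) starts cleavage, tracked by fluorescence over six one-minute reads.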
Numbers without * were called inactive; [ ] = remark or other dose. Unless noted, calls come from the whole dose curve; as a rule, active = well fitted inhibition curve with a large enough effect; inconclusive = small, poorly fitted or top-dose-only effect; inactive = no such curve, though single readings can be large or run the other way.

Screening COC(=O)C1=C(C(=O)OC)[C@@H]2Nc3ccccc3[C@@]23C[C@@H](C(=O)OC)N(C(=O)c2cc(C)oc2C)C3=N1 returned rTrxR1 inhibitor -1%[57.1 µM], TrxR1 substrate -6%, IDH1 R132H inh -6%, PI4K2A block -2 and USP1 inh 23%.
For O=C(CN1CCN(Cc2ccc(Cl)cc2)CC1)N/N=C/C=C/c1ccccc1[N+](=O)[O-] the results were D2 agonist 9.1, TRHR ag 0.5, TRHR enhancer -4, rTrxR1 inhibitor 3%, D2 antagonist -4, TrxR1 substrate 0%, IDH1 R132H inh 3%, PI4K2A block 1 and USP1 inh -21%.
Cc1ccc(NC(=O)C(C)N2C(=O)c3ccccc3C2=O)c(C)c1 (stereo unspecified) was read as D2 agonist -0.1, TRHR ag -0.5, TRHR enhancer 2, rTrxR1 inhibitor 17%, D2 antagonist -14, TrxR1 substrate 1%, IDH1 R132H inh -3%, PI4K2A block -1 and USP1 inh -11%.
Screening COc1ccc(NC(=O)Cn2nnc(C(=O)NCc3ccco3)c2N)cc1 returned D2 agonist 2.2, TRHR ag 0.8, TRHR enhancer 7, rTrxR1 inhibitor 22%, D2 antagonist -1, TrxR1 substrate 2%, IDH1 R132H inh 0%, PI4K2A block 3 and USP1 inh -19%.
For Cc1cccc(NC(=O)CSc2nnc(CNC(=O)c3cccc(C)c3)n2-c2ccccc2)c1 the results were D2 agonist -0.8, TRHR ag 0.1, TRHR enhancer 10, rTrxR1 inhibitor 30%, TrxR1 substrate 4%, IDH1 R132H inh inconclusive, PI4K2A block -1 and USP1 inh -2%.
For COc1ccc(-n2cc(C(=O)NCc3ccccc3)c3ccccc3c2=O)cc1 the results were D2 agonist -0.1, TRHR ag 0.0, TRHR enhancer 9, rTrxR1 inhibitor 4%, TrxR1 substrate 0%, IDH1 R132H inh -5%, PI4K2A block -2 and USP1 inh -2%.
For COc1cc(NC(c2ccccc2)c2ccccc2)cc(OC)c1OC the results were D2 agonist -0.3, TRHR ag -1.5, TRHR enhancer 1, rTrxR1 inhibitor 17%[57.1 µM], D2 antagonist 4, TrxR1 substrate -3%[57.1 µM], IDH1 R132H inh 5%, PI4K2A block 1 and USP1 inh 3%.
For COc1cccc(C2CC(c3ccc(Br)cc3)=NN2C(=O)c2ccncc2)c1OC (stereo unspecified) the results were D2 agonist -0.8, TRHR ag -0.2, TRHR enhancer 8, rTrxR1 inhibitor 5%[57.1 µM], D2 antagonist -23, TrxR1 substrate 0%[57.1 µM], IDH1 R132H inh -19%, PI4K2A block -2 and USP1 inh -14%.
Screening COc1ccc2nc(-c3ccccc3)[nH]c(=O)c2c1 returned rTrxR1 inhibitor 12%, TrxR1 substrate -3%, IDH1 R132H inh -6%, PI4K2A block -1 and USP1 inh -5%.
For O=C(OCCCCN1C(=O)c2ccccc2C1=O)c1ccc(Br)o1 the results were D2 agonist -1.0, TRHR ag -0.4, TRHR enhancer 15, rTrxR1 inhibitor 1%, D2 antagonist -10, TrxR1 substrate -3%, IDH1 R132H inh 0%, PI4K2A block -8 and USP1 inh -5%.
For CC(C)[C@H](NC(=O)c1nn(Cc2ccccc2)c(=O)c2ccccc12)C(=O)O the results were D2 agonist 0.4, TRHR ag -1.0, TRHR enhancer -4, rTrxR1 inhibitor 11%, D2 antagonist 9, TrxR1 substrate 2%, IDH1 R132H inh -6%, PI4K2A block 6 and USP1 inh -23%.
For Cc1cc(N2CCCCC2)nc2ccc(NC(=O)/C=C/c3ccc(OCCC(C)C)cc3)cc12 the results were TRHR ag 0.1, TRHR enhancer -4, rTrxR1 inhibitor 5%, TrxR1 substrate -4%, IDH1 R132H inh -19%, PI4K2A block 4 and USP1 inh -14%.

Among those listed so far, these contain a halogen.
For O=C(CN1CCN(Cc2ccc(Cl)cc2)CC1)N/N=C/C=C/c1ccccc1[N+](=O)[O-] the results were D2 agonist 9.1, TRHR ag 0.5, TRHR enhancer -4, rTrxR1 inhibitor 3%, D2 antagonist -4, TrxR1 substrate 0%, IDH1 R132H inh 3%, PI4K2A block 1 and USP1 inh -21%.
For COc1cccc(C2CC(c3ccc(Br)cc3)=NN2C(=O)c2ccncc2)c1OC (stereo unspecified) the results were D2 agonist -0.8, TRHR ag -0.2, TRHR enhancer 8, rTrxR1 inhibitor 5%[57.1 µM], D2 antagonist -23, TrxR1 substrate 0%[57.1 µM], IDH1 R132H inh -19%, PI4K2A block -2 and USP1 inh -14%.
For O=C(OCCCCN1C(=O)c2ccccc2C1=O)c1ccc(Br)o1 the results were D2 agonist -1.0, TRHR ag -0.4, TRHR enhancer 15, rTrxR1 inhibitor 1%, D2 antagonist -10, TrxR1 substrate -3%, IDH1 R132H inh 0%, PI4K2A block -8 and USP1 inh -5%.

Carrying on.
CSc1ccc(S(=O)(=O)N2CCC(C(=O)Nc3ccc(NC(C)=O)cc3)CC2)cc1 was read as D2 agonist 1.4, TRHR ag -0.1, TRHR enhancer -10, rTrxR1 inhibitor 3%, D2 antagonist -9, TrxR1 substrate -1%, IDH1 R132H inh -4%, PI4K2A block 4 and USP1 inh -20%.
`CC(C)(C)NC(=O)NC(=O)CN1CCN(c2cccc(Cl)c2)CC1` gave D2 agonist 0.5, TRHR ag 1.0, TRHR enhancer 2, rTrxR1 inhibitor 11%, D2 antagonist -13, TrxR1 substrate 4%, IDH1 R132H inh 0%, PI4K2A block 0 and USP1 inh -21%.
Screening CCCN(CC(=O)Nc1ccccc1C)C(=O)c1ccc(NC2CC2)c([N+](=O)[O-])c1 returned D2 agonist 0.0, TRHR ag -0.1, TRHR enhancer -4, rTrxR1 inhibitor 6%, D2 antagonist 3, TrxR1 substrate -5%, IDH1 R132H inh -1%, PI4K2A block 1 and USP1 inh -20%.
`Cc1ccc(-c2noc(-c3ccccc3C(=O)N3CCCC3)n2)cc1` gave D2 agonist -0.3, TRHR ag -0.5, TRHR enhancer 7, rTrxR1 inhibitor -6%, D2 antagonist 8, TrxR1 substrate -9%, IDH1 R132H inh 3%, PI4K2A block 5 and USP1 inh -19%.
Screening COc1cc(NS(=O)(=O)c2ccc(NC(=O)c3cccc(F)c3)cc2)nc(OC)n1 returned D2 agonist -1.5, TRHR ag -0.5, TRHR enhancer 17, rTrxR1 inhibitor 8%, TrxR1 substrate 4%, IDH1 R132H inh 0%, PI4K2A block -2 and USP1 inh -8%.
O=c1[nH]c(-c2ccco2)nc2sc3c(c12)CCCC3 was read as D2 agonist 52*, TRHR ag -0.1, TRHR enhancer 7, rTrxR1 inhibitor -8%, D2 antagonist 9, TrxR1 substrate 6%, IDH1 R132H inh 4%, PI4K2A block -1 and USP1 inh -21%.
Screening COc1cccc(COC(=O)Nc2ccccc2F)c1 returned D2 agonist -2.1, TRHR ag -1.8, TRHR enhancer -4, rTrxR1 inhibitor 12%, D2 antagonist -13, TrxR1 substrate 2%, IDH1 R132H inh 3%, PI4K2A block -12 and USP1 inh -22%.
Screening COc1ccc(C(=O)/C=C/C(=O)N(CC(=O)NC2CCCCC2)CC2CCCO2)c(O)c1 (stereo unspecified) returned TRHR ag 2.1, TRHR enhancer -13, rTrxR1 inhibitor 1.3µM*, TrxR1 substrate -14%, IDH1 R132H inh -4%, PI4K2A block -3 and USP1 inh -12%.
For CC1CC(C)CN(C(=O)Cn2c(=O)n(CCCC(=O)NCc3ccco3)c(=O)c3sccc32)C1 (stereo unspecified) the results were TRHR ag 0.6, TRHR enhancer -13, rTrxR1 inhibitor 19%, TrxR1 substrate 4%, IDH1 R132H inh -6%, PI4K2A block 2 and USP1 inh 0%.
`COc1ccc(-n2c(O)c(C=Nc3ccccc3)c3ccccc3c2=O)cc1` gave D2 agonist -0.2, TRHR ag 0.0, TRHR enhancer -1, rTrxR1 inhibitor 17%[57.1 µM], D2 antagonist 14, TrxR1 substrate 1%[57.1 µM], IDH1 R132H inh 0%, PI4K2A block 6 and USP1 inh inconclusive.
For CCOC(=O)CN/C=C(\C#N)c1ccccc1 the results were D2 agonist -1.0, TRHR ag -0.5, TRHR enhancer 6, rTrxR1 inhibitor 13%, D2 antagonist 18, TrxR1 substrate -1%, IDH1 R132H inh -6%, PI4K2A block 1 and USP1 inh -20%.
For CCOC(=O)c1ccc(N2CCN(c3cc(Cl)ccc3C)CC2)c(NC(=O)Nc2ccc(OCC)cc2)c1 the results were D2 agonist -0.4, TRHR ag -0.2, TRHR enhancer 2, rTrxR1 inhibitor 25%[57.1 µM], TrxR1 substrate 4%[57.1 µM], IDH1 R132H inh -7%, PI4K2A block -9 and USP1 inh -24%.
Screening Cc1nn(C)c(C(=O)Nc2ccc(Cn3cccn3)cc2)c1[N+](=O)[O-] returned D2 agonist 0.9, TRHR ag 0.8, TRHR enhancer -8, rTrxR1 inhibitor -7%, D2 antagonist 6, TrxR1 substrate -11%, IDH1 R132H inh 1%, PI4K2A block -1 and USP1 inh -13%.
`CCN(CC)Cc1c(O)ccc2c(=O)c(Oc3ccccc3OC)c(C)oc12` gave D2 agonist -0.4, TRHR ag -0.1, TRHR enhancer -2, rTrxR1 inhibitor inconclusive, D2 antagonist 7, TrxR1 substrate 404%[activator], IDH1 R132H inh -4%, PI4K2A block 13 and USP1 inh -20%.
For COc1ccc(CC(=O)Nc2ccc3nc(Nc4cccc(Cl)c4)cc(C)c3c2)cc1OC the results were D2 agonist -0.3, TRHR ag 0.1, TRHR enhancer -4, rTrxR1 inhibitor 15%, TrxR1 substrate 44%[activator], IDH1 R132H inh 7%, PI4K2A block -7 and USP1 inh -26%.
Cc1noc(C)c1CSc1ccc2ccccc2n1 was read as D2 agonist 2.0, TRHR ag -0.4, TRHR enhancer 3, rTrxR1 inhibitor 11%, D2 antagonist 9, TrxR1 substrate 2%, IDH1 R132H inh 3%, PI4K2A block 2 and USP1 inh -17%.

Not a hit list; about 3.9% have a hit in one of these screens.
